L3MBTL1 block – inhibitors of human L3MBTL1; 230,000 compounds, 0.66% hits; AID 485360; AlphaScreen L3MBTL1–H3K9me1 peptide binding; Potency, µM (series often up to 57.1 µM), inactives show at the highest dose activity, negative = inhibition, most hits filed as inhibitors; Q9Y468; further: nearly all actives have a fitted effect of over 60% in size
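AlphaScreen assay: L3MBTL1 (50 nM final) was preincubated 30 min at room temperature with biotinylated H3(1-15)K9me1 peptide (75 nM final), then 30 min with library compounds; streptavidin donor and nickel chelate acceptor beads (10 ug/mL final) added, 30 min dark.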
TRb SRC2 PPI – TRbeta-SRC2 interaction inhibition. P10828. TRbeta-SRC2 peptide binding, fluorescence polarization; receptor liganded with 1 µM T3. Potency, µM (doses to about 106 µM), for inactives: at the top dose activity change, negative = inhibition, usual class: inhibitors. 280,000 compounds, 0.065% hits. AID 1469;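 further: plate controls were bound peptide for no effect and peptide without receptor for full effect; nearly all actives have a fitted effect of over 50% in size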
Target sequence (P10828 whole entry, looked up): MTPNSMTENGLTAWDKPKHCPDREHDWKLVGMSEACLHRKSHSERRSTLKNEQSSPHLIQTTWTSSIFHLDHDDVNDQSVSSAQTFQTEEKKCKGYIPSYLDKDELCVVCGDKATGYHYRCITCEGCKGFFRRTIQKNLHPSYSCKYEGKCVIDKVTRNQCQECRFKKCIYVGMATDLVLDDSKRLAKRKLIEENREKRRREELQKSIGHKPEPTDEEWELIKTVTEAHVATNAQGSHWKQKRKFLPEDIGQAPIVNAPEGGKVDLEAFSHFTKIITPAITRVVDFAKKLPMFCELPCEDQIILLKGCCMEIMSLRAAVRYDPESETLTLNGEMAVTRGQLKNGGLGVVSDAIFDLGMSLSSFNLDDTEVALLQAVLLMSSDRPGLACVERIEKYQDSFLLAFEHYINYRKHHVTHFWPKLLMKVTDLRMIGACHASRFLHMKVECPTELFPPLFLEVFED
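Fluorescence polarization of 20 nM Texas Red SRC2 peptide (20-aa NR interaction domain) bound to 0.6 uM human TRb ligand-binding domain, with 1 uM T3, after 5 hr at ambient temperature; inhibition seen as decreased polarization.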
RECQ1 inh – RECQ1 (human) helicase inhibition; AID 2549; RECQ1 DNA unwinding, red fluorescence kinetic read; Potency, µM (series often up to 57.3 µM), for the others: top-dose activity, negative = inhibition, actives largely listed as inhibitors; 240,000 compounds, 0.54% hits;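 further: plate controls were vehicle for no effect and no enzyme for full effect; nearly all actives have a fitted effect of over 30% in size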
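50 nM RECQ1T1 preincubated 15 min with compound in Tris pH 8.0 buffer with MgCl2, DTT, Tween-20 and 2.5 ug/ml poly(dI-dC); started with 200 nM TAMRA/BHQ-2 forked duplex and 2 mM ATP. Unwinding read as fluorescence (525/598 nm), two reads 2 h apart.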
TexasRed fluor – Texas Red fluorescence interference in TRb-SRC2 counter-screen. TRb/SRC2 Texas Red total fluorescence interference. 280,000 compounds, 0.29% hits. Potency, µM (highest dose often 106 µM), without a hit: at the highest dose fluorescence change, negative = quenching; active means well fitted curve in either direction with a large enough effect; inconclusive means small, poorly fitted or top-dose-only effect
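Flags fluorescent or light-absorbing compounds by total fluorescence, S + 2P, at 555 nm excitation and 632 nm emission. Mixture: 20 nM Texas Red SRC2 peptide, 0.6 uM human TRb LBD, 1 uM T3, 5% DMSO; compound exposure 5 h at ambient temperature.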
RGS12 GoLoco inh – RGS12 GoLoco-Gai1 interaction inhibition. P63096. Gai1:RGS12 GoLoco peptide FP, rhodamine, 10 min. Potency, µM (highest dose often 61.6 µM), without a hit: at the highest dose activity, negative = inhibition, hits mostly inhibitors. 230,000 compounds, 0.44% hits. AID 880; active means well fitted inhibition curve with a large enough effect, not every such curve was filed as active; inactive means no such curve, though single readings can be large or run the other way; further: nearly all actives have a fitted effect of over 30% in size; many of its hits are not listed in these tables
Target sequence (P63096 whole entry, looked up): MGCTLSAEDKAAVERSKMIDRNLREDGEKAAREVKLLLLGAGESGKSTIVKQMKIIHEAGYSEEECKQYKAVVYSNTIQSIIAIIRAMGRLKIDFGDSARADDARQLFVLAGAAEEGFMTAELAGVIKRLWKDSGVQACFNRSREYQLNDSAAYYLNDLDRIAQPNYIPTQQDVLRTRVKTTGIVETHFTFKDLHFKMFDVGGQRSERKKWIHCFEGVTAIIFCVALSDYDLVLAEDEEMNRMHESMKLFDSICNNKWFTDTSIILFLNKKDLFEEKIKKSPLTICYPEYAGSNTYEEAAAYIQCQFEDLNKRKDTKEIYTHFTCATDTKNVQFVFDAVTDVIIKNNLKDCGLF
GAA glycogen mod – alters human alpha-glucosidase cleavage of glycogen; P10253; 300,000 compounds, 0.38% hits; AID 2100; recombinant GAA, glycogen substrate, Amplex Red glucose oxidase fluorescence; Potency, µM (top dose mostly 76.4 µM), for inactives: top-dose activity change, negative = inhibition, most hits filed as inhibitors;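 further: 0% = full enzyme reaction and -100% = no-enzyme basal signal; the screen sought inhibitors and activators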
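qHTS, 1536-well; enzyme 4 nM final; cpd up to 77 uM; substrate bovine liver glycogen 30 ug; 50 mM citrate/phosphate pH 5.0, 0.01% Tween-20; 37 C, 40 min; Amplex Red detection 45 min RT; Hill fit → AC50.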
GAA inh – blocks human lysosomal alpha-glucosidase. purified human GAA, 4-MU-alpha-glucoside fluorescence. Potency, µM (doses to about 76.9 µM), for the others: at the top dose activity change, negative = inhibition, most hits filed as inhibitors. 200,000 compounds, 0.005% hits;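 further: plate controls were uninhibited enzyme wells for no effect and no-enzyme background for full effect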
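Activity normalized between no-enzyme (basal) and enzyme-only wells. Conditions: 4 nM human enzyme, 400 uM fluorogenic substrate, citrate/phosphate pH 5.0 with Tween-20, 20 min room temperature, compounds up to 77 uM.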
GAA spleen mod – inhibitors or activators of human alpha-glucosidase in spleen homogenate | AID 2112 | 240,000 compounds, 0.006% hits | human spleen homogenate, 4-MU-alpha-glucoside fluorescence | Potency, µM (doses to about 79.9 µM), without a hit: top-dose activity change, negative = inhibition, most hits filed as inhibitors | P10253;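 further: 0% = enzyme with vehicle and -100% = no enzyme basal signal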
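AC50 values come from Hill-equation fits of concentration-response data, normalized to no-enzyme and full-activity controls. Enzyme source: 1 ug human spleen homogenate; 1 mM fluorogenic 4-MU glucoside, pH 5.0 citrate buffer, 37 C, 40 min.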
* marks the source's active call; other numbers are inactive results; i = inactive; ? = inconclusive; nt = not tested or not shown; [ ] = dose if it differs, or a comment. Unless noted, the call rests on the fitted dose curve; in most records, active means well fitted curve in the direction sought with a large enough effect; inconclusive means small, poorly fitted or top-dose-only effect, or another doubt; inactive means no such curve, though single readings can be large; an effect the other way counts as inactive or inconclusive. Unless noted, on the % scale 0 is the no-effect control and ±100 the full control effect; potency means the concentration at half of the fitted maximal effect. An excerpt (hit frequency here may not be typical).

The opening 10 compounds, ahead of the listing:
mol	L3MBTL1 block	TRb SRC2 PPI	RECQ1 inh	TexasRed fluor	RGS12 GoLoco inh	GAA glycogen mod	GAA inh	GAA spleen mod
COc1ccc2cc3cc(C(=O)NCC4COc5ccccc5O4)oc3nc2c1 (stereo unspecified)	3%	-13%	-3%	-3%	4%	2%	?	18%
COc1ccc(-n2c(=O)[nH]cc(C(=O)N3CCc4ccccc43)c2=O)cc1	10%	-5%	-2%	-1%	-1%	-4%	2%	1%
Cc1ccc(C)c(NC(=O)Cc2csc(-c3ccccc3)n2)c1	1%	8%	9%	0%	-11%	12%	3%	-1%
Cc1cc(NC(=O)c2cccc(Oc3ccccc3)c2)n[nH]1	nt	3%	i	-1%	5%	-20%	-5%	9%
COc1ccccc1C(=O)Nc1nc2ccc(S(C)(=O)=O)cc2s1	10%	0%	-1%	1%	-8%	4%	-7%	-9%
CCC(C)Nc1nc2c(c(=O)n(C)c(=O)n2C)n1Cc1cccc(C)c1 (stereo unspecified)	2%	-9%	-6%	1%	9%	7%	4%	3%
CCOC(=O)c1[nH]c2cc(OC)c(OC)cc2c1NC(=O)C(C)N1CCN(Cc2ccccc2)CC1 (stereo unspecified)	nt	-7%	-3%	-7%	-10%	30%	-3%	-3%
O=C(O)c1cn(-c2ccc(F)cc2)c(=O)c2ccccc12	6%	1%	-4%	-3%	12%	2%	10%	4%
Cc1cc2ncn(C(=O)c3c(-c4c(Cl)cccc4Cl)noc3C)c2cc1C	2%	2%	-14%	-2%	-7%	6%	?	-3%
O=C(CSc1nc(C2CC2)nc2ccccc12)N1c2ccccc2Sc2ccccc21	3%	1%	-2%	2%	9%	4%	?	-4%

This part in full, repeating the preview:
mol	L3MBTL1 block	TRb SRC2 PPI	RECQ1 inh	TexasRed fluor	RGS12 GoLoco inh	GAA glycogen mod	GAA inh	GAA spleen mod
COc1ccc2cc3cc(C(=O)NCC4COc5ccccc5O4)oc3nc2c1 (stereo unspecified)	3%	-13%	-3%	-3%	4%	2%	?	18%
COc1ccc(-n2c(=O)[nH]cc(C(=O)N3CCc4ccccc43)c2=O)cc1	10%	-5%	-2%	-1%	-1%	-4%	2%	1%
Cc1ccc(C)c(NC(=O)Cc2csc(-c3ccccc3)n2)c1	1%	8%	9%	0%	-11%	12%	3%	-1%
Cc1cc(NC(=O)c2cccc(Oc3ccccc3)c2)n[nH]1	nt	3%	i	-1%	5%	-20%	-5%	9%
COc1ccccc1C(=O)Nc1nc2ccc(S(C)(=O)=O)cc2s1	10%	0%	-1%	1%	-8%	4%	-7%	-9%
CCC(C)Nc1nc2c(c(=O)n(C)c(=O)n2C)n1Cc1cccc(C)c1 (stereo unspecified)	2%	-9%	-6%	1%	9%	7%	4%	3%
CCOC(=O)c1[nH]c2cc(OC)c(OC)cc2c1NC(=O)C(C)N1CCN(Cc2ccccc2)CC1 (stereo unspecified)	nt	-7%	-3%	-7%	-10%	30%	-3%	-3%
O=C(O)c1cn(-c2ccc(F)cc2)c(=O)c2ccccc12	6%	1%	-4%	-3%	12%	2%	10%	4%
Cc1cc2ncn(C(=O)c3c(-c4c(Cl)cccc4Cl)noc3C)c2cc1C	2%	2%	-14%	-2%	-7%	6%	?	-3%
O=C(CSc1nc(C2CC2)nc2ccccc12)N1c2ccccc2Sc2ccccc21	3%	1%	-2%	2%	9%	4%	?	-4%
Cc1ccccc1-c1ncc(CN2CCN(C3CCCCC3)C(CCO)C2)cn1 (stereo unspecified)	11%	-10%	i	-1%	6%	-16%	?	-10%
COc1ccc(CCN/C=C2/CC(=O)NC2=O)cc1OC	nt	0%	-7%	-2%	-5%	-6%	-10%	-2%
Cc1nc2ccc(NC(=O)COc3ccccc3C)cc2s1	nt	-7%	7%	1%	-53%	4%	0%	-12%
CCN(CCC(=O)Nc1cc([N+](=O)[O-])ccc1OC)Cc1ccccc1	-10%	-2%	-6%	-2%	2%	9%	-9%	-9%
CCCCCCCCCCS(=O)(=O)N/N=C/c1ccc([N+](=O)[O-])cc1	nt	0%	i	-1%	12%	-15%	?	0%
C=CCn1c(SCC2CCCCO2)nc2sc(CC)cc2c1=O (stereo unspecified)	nt	-7%	-2%	-2%	8%	-15%	nt	9%
CCOC(=O)N1CCC(N2Cc3cccc(C(=O)NCc4ccc(OC)cc4)c3C2=O)CC1	?	-3%	-4%	-4%	32%[activator]	3%	-3%	3%
S=C(NNc1nc(Nc2ccccc2)nc(N2CCCCC2)n1)NC1CCCCC1	nt	6%	-16%	-2%	2%	?	-4%	1%
CCOC(=O)C(=O)Nc1ccccc1C(N)=O	nt	-4%	-5%	-5%	-4%	-13%	-10%	2%
CCOC(=O)CNS(=O)(=O)c1ccc(C(=O)O)cc1	0%	-4%	-9%	-2%	-4%	6%	-7%	1%
COc1cc(NC(=O)N[C@H](C(=O)O)C(C)C)cc(OC)c1	3%	-3%	-4%	-5%	0%	12%	-13%	4%
CCCCc1nc2ccccc2c(=O)n1NC(=O)c1c(O)c2cccc3c2n(c1=O)CCC3	-8%	1%	4%	-3%	-1%	-1%	-2%	-2%
Cc1ccc(CC(=O)OCCNC(=O)c2cccnc2)cc1	1%	-6%	-7%	-6%	-9%	7%	-1%	-10%
CCC(C)(C)C1CCc2c(sc(NC(=O)c3ccoc3C)c2C(N)=O)C1 (stereo unspecified)	nt	4%	-6%	0%	13%	0%	1%	-8%
CC(C)c1ccc(NC(=O)COC(=O)COc2ccccc2)cc1	22%	-1%	-3%	-6%	nt	10%	-4%	-4%
Cc1csc(=O)n1CC(=O)OCc1cccc2ccccc12	-16%	-4%	i	-6%	1%	0%	-4%	-5%
CC(C)c1cc(CNC(=O)CC2C(=O)NCCN2CC2CCCCC2)on1 (stereo unspecified)	-5%	-11%	-6%	-1%	-3%	-9%	-1%	-13%
O=C(c1ccccc1)N1CCN(S(=O)(=O)c2cccc(NS(=O)(=O)c3ccccc3)c2)CC1	nt	2%	-13%	-9%	2%	?	0%	-4%
O=C1/C(=C/c2cccs2)CCC1C1CCCC1 (stereo unspecified)	nt	-3%	0%	-3%	2%	4%	-11%	-7%
CCCC/S(CC1CC1(Cl)Cl)=N\S(=O)(=O)c1ccc(C)cc1 (stereo unspecified)	nt	-13%	i	1%	-12%	-5%	-6%	0%
COc1ccccc1NC(=O)C1=C(C)N(c2ccccc2)C(=S)NC1c1cccc(C(F)(F)F)c1 (stereo unspecified)	nt	-16%	0%	1%	-9%	-13%	?	-3%
CCc1ccc(-c2cc(C(=O)N/N=C/c3ccco3)[nH]n2)cc1	nt	-1%	-8%	-1%	-4%	0%	-6%	-1%
CCSc1nc(N2CCCCC2)c2c(c1C#N)CCCC2	nt	5%	-5%	-2%	-4%	-15%	?	1%
CC(C)(C)c1cc(OC(=O)c2ccncc2)ccc1O	-16%	-2%	-4%	0%	-10%	-8%	-7%	-4%
O=C(Nc1ccccc1C(F)(F)F)c1ccccn1	nt	-3%	3%	-1%	4%	3%	2%	6%
Cc1ccc(C(=O)NCCc2nnc3ccc(SCC(=O)Nc4ccc(C)cc4C)nn23)cc1	3%	2%	-11%	-3%	-2%	0%	-4%	5%
O=C(CCCSc1nc2ccccc2s1)NCc1ccc2c(c1)OCO2	6%	0%	2%	5%	-7%	-9%	-7%	-5%
Cc1ccc(NC(=O)C2CCCN(S(=O)(=O)c3c(C)noc3C)C2)cc1F (stereo unspecified)	10%	3%	i	-1%	4%	5%	-17%	-3%
COc1cc(/C=N/NC(=O)c2ccc(CSc3nncn3C)cc2)ccc1OCC(=O)N1CC(C)OC(C)C1 (stereo unspecified)	5%	5%	i	-1%	8%	-3%	-1%	-3%
CCN1C(=O)c2cccc3c(NC(=O)c4ccc5c(c4)OCCO5)ccc1c23	1%	-16%	i	2%	6%	-12%	-8%	-5%
COc1ccc(CCNC(=O)Cn2c(=O)n(CC3CCCO3)c(=O)c3cc(OC)c(OC)cc32)cc1OC (stereo unspecified)	nt	-7%	0%	-3%	-8%	-1%	-8%	-11%
C=N[C@H](C(=O)N[C@@H]1C(=O)N2[C@@H]1SC(C)(C)[C@@H]2C(=O)O)c1ccccc1	nt	-7%[53 µM]	-2%[25.9 µM]	2%[53 µM]	-3%[21.6 µM]	nt	nt	4%[29.1 µM]
COc1ccc(-c2noc(-c3cc(Cl)ccc3Cl)n2)cc1OC	4%	-9%	-2%	0%	3%	2%	-19%	-10%
COc1ccccc1Cn1cnc2cccnc21	nt	-14%	3%	4%	4%	-8%	2%	-1%
CC1(C)CC(=O)c2cnc(N3CCc4ccccc43)nc2C1	12%	-5%	7%	-3%	-3%	-7%	nt	0%
COC(=O)c1cccc(C(=O)Oc2cccc(Br)c2)n1	3%	8%	14µM*	1%	-12%	2%	?	2%
CCCOc1ccc(N2CC(C(=O)Nc3ncccc3C)CC2=O)cc1 (stereo unspecified)	7%	3%	i	0%	-1%	-3%	1%	2%
CSc1ncccc1C(=O)OCC(=O)N1CCOCC1	4%	-8%	-4%	3%	-2%	-15%	6%	3%
COc1ccccc1CNC(=O)CC(C)C	4%	-12%	-8%	1%	6%	-4%	1%	-2%
COc1ccc(CC(=O)Nc2ccc(C(=O)O)cc2NC(=O)Cc2ccc(OC)cc2)cc1	-5%	0%	i	1%	8%	20%	9%	-2%
